Compound activity as filed in PubChem.
TDP43 rescue = qHTS of TDP-43 Inhibitors | Potency, µM (series often up to 46.1 µM), inactives show at the highest dose growth rescue (activation), hits mostly activators | AID 652104, 2013 | TDP-43 expressing yeast growth rescue, BacTiter-Glo, 24 h | 1.8% of 410,000 active; also: potency is read from the fitted curve at half-maximal effect; % of control where 0% means no effect; nearly all actives have a fitted effect of over 50% in size
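Galactose-induced TDP-43 yeast, OD600=0.02, compound pinned; 24 hr, 30 deg C; BacTiter-Glo luminescence for growth. Inhibitors of TDP-43 toxicity read as activators.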
aSyn rescue = qHTS of alpha-syn Inhibitors | Yeast expressing alpha-synuclein, growth rescue, BacTiter-Glo, 24 h | Potency, µM (doses to about 46.1 µM), for the others: at the highest dose growth rescue (activation), actives largely listed as activators | 0.14% of 370,000 active | AID 652106, 2013; also: potency is read from the fitted curve at half-maximal effect; % of control where 0% means no effect; nearly all actives have a fitted effect of over 65% in size
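Galactose-induced alpha-syn yeast (OD600=0.02, raffinose-pregrown) + pinned cpd, 24 hr, 30 deg C; growth by BacTiter-Glo luminescence. Growth restoration scores as activation.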
Abeta yeast res = qHTS for compounds that reverse cellular toxicity of Amyloid beta (A-beta) peptide in yeast: Primary Screen; yeast expressing A-beta42, growth rescue, OD600, 48 h; response scale: 0% DMSO, 100% iron-clioquinol control; Potency, µM (highest dose often 46.1 µM), for the others: at the highest dose growth rescue, actives largely listed as activators; 0.063% of 410,000 active; also: potency is read from the fitted curve at half-maximal effect; nearly all actives have a fitted effect of over 55% in size
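Growth rescue measured by 600 nm absorbance after 48 h yeast culture at 30 C with compound. Values normalized between DMSO and an equimolar ferric chloride plus clioquinol control.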
Mm-Cpn inhibitor = Inhibitors of TCP-1 ring complex (TRiC) of Methanococcus maripaludis (MmCpn): qHTS. purified Mm-Cpn ATPase, ADP Transcreener TR-FRET. Chaperonin Mm-Cpn (Methanococcus maripaludis). 0.031% of 330,000 active. Potency, µM (doses to about 76.9 µM), for the others: at the top dose activity, negative = inhibition, usual class: inhibitors; also: potency is read from the fitted curve at half-maximal effect; % is scaled to controls: 0 for no effect and ±100 for the full control effect; nearly all actives have a fitted effect of over 80% in size
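Compound-treated chaperonin, 25 nM final, turns over 10 uM ATP at 37°C for 30 min following a 10 min preincubation; ADP generated competes with ADP-d2 for Eu-cryptate antibody, lowering FRET.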
FUS suppressor = qHTS for Suppressors of FUS Proteinopathy: Primary screen using FUS-linked yeast assay | S. cerevisiae FUS-expressing, growth rescue, OD600, 24 h | Potency, µM (titrated, usually from 76.6 µM), without a hit: top-dose growth rescue (activation), most hits filed as activators | 0.24% of 390,000 active | AID 1347120, 2019;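 also: potency is read from the fitted curve at half-maximal effect; plate controls were DMSO vehicle for no effect and reference control for full effect; nearly all actives have a fitted effect of over 55% in size; some results filed as inactive show a strong effect at the top dose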
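Yeast expressing FUS under galactose induction, OD 0.005 in 2% galactose medium; compounds in a dilution series, 24 h at 30C. Growth rescue by absorbance at 600 nm; CP55940 positive control, DMSO negative.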
PTHR1 agonist = qHTS for PTHR1 Agonists: Primary Screen; HEK293 GP2 PTHR1 cells, GloSensor cAMP luminescence, 1 h; Parathyroid hormone/parathyroid hormone-related peptide receptor (Homo sapiens), Q03431; Potency, µM (doses to about 115 µM), without a hit: at the top dose activation, usual class: activators; 0.075% of 410,000 active; also: potency is read from the fitted curve at half-maximal effect; nearly all actives have a fitted effect of over 55% in size; some results filed as inactive show a strong effect at the top dose; inactives centre near -15; many of its hits are not listed in these tables
Target sequence (Q03431 whole entry, looked up): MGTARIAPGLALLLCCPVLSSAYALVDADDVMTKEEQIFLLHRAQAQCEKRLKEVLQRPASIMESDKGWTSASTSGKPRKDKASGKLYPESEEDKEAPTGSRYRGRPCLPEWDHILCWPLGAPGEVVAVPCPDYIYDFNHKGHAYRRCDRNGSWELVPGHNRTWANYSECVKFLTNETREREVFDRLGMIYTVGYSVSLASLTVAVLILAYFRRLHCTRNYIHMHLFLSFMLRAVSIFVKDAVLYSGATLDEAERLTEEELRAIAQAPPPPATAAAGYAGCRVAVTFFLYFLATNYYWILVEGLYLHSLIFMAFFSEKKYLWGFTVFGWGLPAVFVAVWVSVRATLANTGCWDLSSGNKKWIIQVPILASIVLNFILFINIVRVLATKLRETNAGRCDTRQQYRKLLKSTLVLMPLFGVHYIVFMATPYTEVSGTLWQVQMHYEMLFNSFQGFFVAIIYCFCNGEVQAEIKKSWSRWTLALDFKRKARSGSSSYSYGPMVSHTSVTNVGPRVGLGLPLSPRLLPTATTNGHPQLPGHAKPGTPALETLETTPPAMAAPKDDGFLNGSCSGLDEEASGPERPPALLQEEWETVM
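HEK-293-derived GP2 cells expressing PTHR1 and a GloSensor cAMP reporter, 3,000/well, plated overnight, given luciferin plus IBMX (each 0.5 mM as added) for 1 h at 37 °C, then compound for 1 h at 37 °C. Luminescence was read after 15 min at room temperature.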
HEK293 tox = qHTS of GLP-1 Receptor Inverse Agonists: Cytotox Screen. 0.13% of 410,000 active. Potency, µM (titrated, usually from 38.3 µM), without a hit: at the top dose activity change, negative = inhibition, most hits filed as inhibitors. HEK293 cAMP-luciferase reporter cells, luminescence, 24 h;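 also: loss of luciferase light is scored as toxicity; potency is read from the fitted curve at half-maximal effect; % is scaled to controls: 0 for no effect and ±100 for the full control effect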
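1536-well qHTS counterscreen of the MLSMR; 200 cells/uL, 12 h pre-incubation, 23 nL cpd, 24 h at 37 deg C 5% CO2, luciferase detection reagent, 12 min RT, luminescence. Inhibition = undesired.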
pAkt inh = HTS Assay for Inhibitors of Akt Phophorylation: Primary Screen; AID 651550, 2012; 0.32% of 360,000 active; activity change, % for hits at 50 µM; Neuro2A IGF-stimulated pAkt S473 HTRF, 20 min; active compounds read low; in the data active = activity change below about -80%; inconclusive = mostly about -51% to -80%; also: % is scaled to controls: 0 for no effect and ±100 for the full control effect
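Neuro2A cells (4,500/well, DMEM with 0.5% FBS) were treated with compound at a single 50 µM final concentration, stimulated with 6 nM IGF for 20 min at 37 °C, and lysed. Phospho-Akt Ser473 was read by HTRF as 665/615 ratio ×10^4.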
GLP-1R inv ag = qHTS of GLP-1 Receptor Inverse Agonists (Inhibition Mode); Potency, µM (highest dose often 38.3 µM), without a hit: top-dose activity change, negative = inhibition, most hits filed as inhibitors; AID 624417, 2012; HEK293 GLP-1R CRE-luciferase, luminescence, 24 h; GLP-1R form is constitutively active; 1.6% of 410,000 active; Glucagon-like peptide 1 receptor (Homo sapiens), P43220; also: potency is read from the fitted curve at half-maximal effect; % is scaled to controls: 0 for no effect and ±100 for the full control effect; nearly all actives have a fitted effect of over 55% in size
Target sequence (P43220 whole entry, looked up): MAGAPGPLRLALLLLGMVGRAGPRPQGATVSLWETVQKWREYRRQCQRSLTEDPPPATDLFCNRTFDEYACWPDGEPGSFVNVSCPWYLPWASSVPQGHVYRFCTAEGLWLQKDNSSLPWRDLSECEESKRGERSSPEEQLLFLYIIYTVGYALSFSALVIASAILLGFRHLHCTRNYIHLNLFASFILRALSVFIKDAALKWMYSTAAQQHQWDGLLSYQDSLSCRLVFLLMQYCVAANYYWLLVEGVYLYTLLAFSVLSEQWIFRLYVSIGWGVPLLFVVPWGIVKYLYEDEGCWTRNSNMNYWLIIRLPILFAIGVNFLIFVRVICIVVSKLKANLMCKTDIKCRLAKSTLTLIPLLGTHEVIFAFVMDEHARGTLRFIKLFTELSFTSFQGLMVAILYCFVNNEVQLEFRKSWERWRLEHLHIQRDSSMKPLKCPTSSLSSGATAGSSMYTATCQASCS
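Inverse agonists were sought by their lowering of basal cAMP reporter luciferase output in HEK293 cells stably carrying constitutively active human GLP-1R, after 24 h compound treatment.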
* hit, by the source's call; i = inactive; ? = inconclusive; . = not tested or not shown; [ ] = remark or other dose. Unless noted, calls follow the shape of the dose curve; as a rule, active = well fitted curve in the direction sought with a large enough effect; inconclusive = small, poorly fitted or top-dose-only effect, or another doubt; inactive = no such curve, though single readings can be large; an effect the other way counts as inactive or inconclusive. These rows are one share of the data. The share of hits here may be higher or lower than overall.

Structure	FUS suppressor	PTHR1 agonist	pAkt inh	HEK293 tox	TDP43 rescue	Abeta yeast res	Mm-Cpn inhibitor	aSyn rescue	GLP-1R inv ag
COCCNC(=O)c1ccc2c(c1)nc(C)n2-c1cccc(Cl)c1	-14%	i	i	-16%	.	-7%	0%	.	46%[activator]
CC(C)CCN1CCC(N)=NC1=O	8%	i	i	0%	14%	-14%	1%	1%	3%
O=C(NC1CCCCC1)C(c1ccncc1)N(Cc1ccc2c(c1)OCO2)C(=O)c1cnsn1 (configuration not stated)	11%	i	i	-6%	-20%	-5%	1%	-6%	16%
O=C(c1cc2cc(C(F)(F)F)ccc2s1)N1CCOCC1	8%	i	i	9%	9%	-6%	-1%	-8%	33%
Cc1cc(C)nc(NS(=O)(=O)c2ccc(NC(=O)C3(c4ccccc4)CCCC3)cc2)n1	28%	i	i	11%	10%	9%	-29%	-3%	-8%
COc1cccc(N2CC(C(=O)Oc3ccc4ccccc4c3)CC2=O)c1 (configuration not stated)	25%	i	i	-9%	?	12%	-1%	11%	7%
CN(CCc1ccccn1)C(=O)c1ccc(OC2CCN(Cc3ccccn3)CC2)cc1	.	11%	i	-13%	-4%	-1%	0%	-6%	-9%
CCCCOc1ccc(-c2ncc([N+](=O)[O-])cn2)cc1	-10%	-3%	i	6%	7%	-7%	-2%	-6%	8%
O=C(CCCCl)OCc1cn(-c2ccc(Cl)cc2)nn1	1%	-29%	i	0%	-6%	-4%	1%	2%	14%
CCc1nc2ccccc2c(C(=O)OCC(=O)N(CCOC)c2c(N)n(Cc3ccccc3)c(=O)[nH]c2=O)c1C	30%	-12%	i	11%	-10%	8%	1%	-1%	35%[activator]
Cc1cccc(C)c1NC(=S)N1CCC(c2ccccc2)C1 (configuration not stated)	-1%	-8%	i	-9%	-14%	?	0%	5%	?
O=C(Nc1ccccc1)N(CCCN1CCOCC1)Cc1cc2cc3c(cc2[nH]c1=O)OCCO3	-3%	i	i	-19%	6%	1%	3%	-10%	39%[activator]

(listing goes on)
Structure	FUS suppressor	PTHR1 agonist	pAkt inh	HEK293 tox	TDP43 rescue	Abeta yeast res	Mm-Cpn inhibitor	aSyn rescue	GLP-1R inv ag
O=C(CCSc1ccccc1Cl)Nc1cccc([N+](=O)[O-])c1	17%	-18%	i	-6%	18µM*	-43%[inhibitor]	2%	2%	?
CN(Cc1nc2ccccc2c(=O)[nH]1)C(=O)c1cccc(NC(=O)c2cccs2)c1	.	i	i	6%	5%	1%	-1%	-3%	-7%
O=C(Nc1cc2c(cc1[N+](=O)[O-])OCCO2)c1cccnc1	14%	-37%	i	-5%	-11%	6%	-2%	-4%	24%
O=C(NCCc1ccccc1)C(c1ccc(F)cc1)N(C(=O)c1csnn1)C1CC1 (configuration not stated)	8%	i	i	-5%	-4%	0%	-1%	0%	-27%
CCCCCC(=O)Nc1ccc(C(=O)N/N=C/c2ccc([N+](=O)[O-])cc2)cc1	16%	-7%	i	-29%	20%	-3%	2%	3%	-17%
CC(/C=C/c1ccco1)=N/NC(=O)CNc1ccccc1C	20%	i	i	1%	13%	-15%	0%	2%	-24%
COc1ccc(Nc2nnc(SCc3cc(=O)n4ccsc4n3)s2)cc1	?	-23%[57.5 µM]	i	-18%	3%	6%	0%	?	-1%
CCS(=O)(=O)N1Cc2ccccc2CC1C(=O)Nc1nc2ccc(C)cc2s1 (configuration not stated)	.	i	i	?	20%	1%	-4%	15%	?
Cc1ccc(NC(=O)NCCN2CCCCC2)cc1	-9%	i	i	-7%	5%	-3%	2%	2%	-6%
Cc1cc(-c2nc3ncccc3o2)ccc1NC(=O)COc1ccccc1C	-31%	-10%	.	-8%	2%	-7%	.	.	5%
CC(=O)c1cccc(OCc2cc(C(=O)NC(C)Cc3cccnc3)no2)c1 (configuration not stated)	16%	i	i	-4%	2%	4%	-10%	-4%	6%
O=C(C1c2ccccc2C(=O)N2CCc3ccccc3C12)N1CCN(Cc2ccccc2)CC1 (configuration not stated)	9%	-18%	i	2%	7%	0%	-4%	-1%	-1%

Next section
Structure	FUS suppressor	PTHR1 agonist	pAkt inh	HEK293 tox	TDP43 rescue	Abeta yeast res	Mm-Cpn inhibitor	aSyn rescue	GLP-1R inv ag
COc1cccc(OCc2nnc(SC)n2C)c1	16%	i	i	10%	8%	9%	1%	0%	4%
CC1(C)OC(=O)N2CCc3ccccc3C21C (configuration not stated)	15%	-25%	i	-8%	7%	8%	0%	-4%	3%
Cc1ccc(S(=O)(=O)Nc2cnn(-c3ccccc3)c(=O)c2Cl)cc1	4%	-1%	i	0%	-14%[9.22 µM]	3%	-1%	4%	-3%
CSc1ccc(CN2CCC(C)(Oc3ccc(-n4ccnc4)cc3)C2)cc1 (configuration not stated)	2%	-49%[inhibitor]	i	2%	-17%	-22%	.	-10%	?
COc1ccc(CCN2CC(C(=O)OCc3ccccc3Cl)CC2=O)cc1OC (configuration not stated)	3%	-7%	i	-7%	?	-2%	.	0%	-2%
COc1ccc(CCNC(=O)c2sc3cc(C)ccc3c2Cl)cc1	61%	i	i	61%[activator]	-10%	-6%	-3%	-9%	14%
O=C(CSc1nc(O)c(-c2ccccc2)c(=O)[nH]1)N1CCOCC1	6%	-43%	i	7%[0.307 µM]	14%	14%	6%	-1%	2%[0.307 µM]
CS(=O)(=O)N(CC(=O)NCc1ccncc1)c1cc(Cl)cc(Cl)c1	18%	-17%[57.5 µM]	i	-2%	?	6%	0%	0%	11%
CCOC(=O)c1c(C)n(CCNC(C)=O)c2ccc(O)cc12	22%	i	i	?	-3%	3%	-4%	-2%	3%
CC(=O)c1c(C)[nH]c(C(=O)CN2CCN(S(=O)(=O)c3ccccc3[N+](=O)[O-])CC2)c1C	7%	-94%[inhibitor]	i	6%	-7%	19%	1%	-5%	-10%
Cc1cc(C)cc(NC(=O)C(Cc2ccccc2)N2Cc3ccccc3C2=O)c1 (configuration not stated)	-6%	i	.	11%	?	8%	.	.	1%
O=C1NC(=S)N/C1=C/c1cc([N+](=O)[O-])ccc1N1CCOCC1	17%	-64%[inhibitor]	i	-10%	-5%	-4%	-1%	-3%	85%[activator]

Following part
Structure	FUS suppressor	PTHR1 agonist	pAkt inh	HEK293 tox	TDP43 rescue	Abeta yeast res	Mm-Cpn inhibitor	aSyn rescue	GLP-1R inv ag
CC1=C(c2ccc(C)cc2)S(=O)(=O)N(Cc2ccc(C(=O)NCc3ccccc3F)cc2)C1=O	5%	-10%	.	0%	16%	3%	.	.	9%
COc1cc(CCC(=O)NNC(=O)c2ccc(Cl)cc2)cc(OC)c1OC	-9%	-7%	i	-3%	-5%	-13%	0%	1%	-16%
Cc1cccc(/N=C/c2c(O)ccc3oc4c(c23)CCCC4)n1	.	-22%	i	1%	-49%[inhibitor]	1%	-2%	-9%	?
O=C(NNc1cccc(Cl)n1)Nc1cccc(C(F)(F)F)c1	9%	-3%	i	2%	-1%	-11%	3%	14%	?
CC(C)Cn1c(SCC(=O)N(C)c2c(N)n(Cc3ccccc3)c(=O)[nH]c2=O)nc2ccccc21	-1%	-10%	i	-1%	17%	4%	0%	3%	15%
Cc1ccccc1NC(=O)Cc1nc(COC(=O)C(NC(=O)c2ccccc2C)C(C)C)cs1 (configuration not stated)	.	-4%	i	-23%	2%	10%	-6%	9%	4%
Cc1nn(-c2ccccc2)c(C)c1P(=O)(c1ccccc1)N(C)C (configuration not stated)	-7%	-23%[57.5 µM]	i	3%	4%	-3%	0%	-8%	4%
COc1ccc(OC)c(CCNC(=O)Cc2ccc(NC3=NC4CS(=O)(=O)CC4S3)cc2)c1 (configuration not stated)	-12%	-23%	i	4%	7%	-15%	-2%	-8%	1%
O=C(NC(=S)Nc1ccc(N2CCCCC2)cc1)c1ccc2c(c1)OCCO2	.	-38%[inhibitor]	i	?	7%	1%	3%	-3%	?
O=C(CCN1C(=O)/C(=C/c2ccccc2F)SC1=S)Nc1ccccn1	4%	i	i	-3%	5%	13%	-3%	10%	17%
CC1CN(CCC(=O)Nc2ccc3c(c2)OCO3)CC(C)O1 (configuration not stated)	25%	i	i	3%	-18%	-17%	2%	12%	0%
CCn1cc(C(=O)NCC2CCCO2)c2cc(OC)c(OC)cc2c1=O (configuration not stated)	-15%	i	i	-8%	-4%	5%	0%	4%	30%
CCN(CC)c1ccc(NC(=O)CCS(=O)(=O)c2cc3c(cc2Cl)NC(=O)CO3)c(C)c1	-7%	-8%	.	2%	4%	-24%	.	-3%	9%

Single entries from the results shown:
Cc1ccccc1NC(=O)Cc1nc(COC(=O)C(NC(=O)c2ccccc2C)C(C)C)cs1 (configuration not stated) | aSyn rescue: 9%
CCN(CC)c1ccc(NC(=O)CCS(=O)(=O)c2cc3c(cc2Cl)NC(=O)CO3)c(C)c1 | PTHR1 agonist: -8%
